High-throughput results deposited in PubChem by National Center for Advancing Translational Sciences (NCATS).
Abeta yeast res: qHTS for compounds that reverse cellular toxicity of Amyloid beta (A-beta) peptide in yeast: Primary Screen | yeast expressing A-beta42, growth rescue, OD600, 48 h; response scale: 0% DMSO, 100% iron-clioquinol control | Potency, µM (highest dose often 46.1 µM), without a hit: at the top dose growth rescue, most hits filed as activators | 0.063% of 410,000 active | AID 1347071, 2019; further: potency means the concentration at half of the fitted maximal effect; nearly all actives have a fitted effect of over 55% in size
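Growth rescue measured by 600 nm absorbance after 48 h yeast culture at 30 C with compound. Values normalized between DMSO and an equimolar ferric chloride plus clioquinol control.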
aSyn yeast inh: qHTS of alpha-syn Inhibitors; 0.14% of 370,000 active; Yeast expressing alpha-synuclein, growth rescue, BacTiter-Glo, 24 h; Potency, µM (highest dose often 46.1 µM), for the others: top-dose growth rescue (activation), actives largely listed as activators; further: potency means the concentration at half of the fitted maximal effect; % of control where 0% means no effect; nearly all actives have a fitted effect of over 65% in size
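Screening used galactose-induced yeast with toxic alpha-synuclein levels, exposed to compound for 24 hr at 30 deg C. Cell growth, read with BacTiter-Glo luminescence, gave the measured signal.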
DRD3 antagonist: qHTS of D3 Dopamine Receptor Antagonist: qHTS; D(3) dopamine receptor (Homo sapiens), P35462; D3R cells, DiscoveRx beta-arrestin luminescence, antagonist mode; active compounds read low; max response, negative = inhibition, %; 2.5% of 360,000 active; AID 652054, 2013; in the data active means max response below about -50%; inconclusive means no clear call, values can overlap the other calls; further: on the % scale 0 is the no-effect control and ±100 the full control effect; mostly tested at two doses, the higher about 12 µM
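Cells plated overnight at 1500 cells/well, then exposed to library compounds with dopamine controls for 90 minutes at 37 degrees C. DiscoveRx reagent added for 30–60 minutes at room temperature; luminescence read, quantitative HTS format.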
GLP-1R agonist: qHTS of GLP-1 Receptor Agonists. Glucagon-like peptide 1 receptor (Homo sapiens), P43220. HEK293 GLP-1R CRE-luciferase, luminescence, 4-6 h; cells express a hypersensitive GLP-1R form. Potency, µM (series often up to 45.6 µM), inactives show at the top dose activation, hits mostly activators. 0.007% of 380,000 active; further: potency means the concentration at half of the fitted maximal effect; % of control where 0% means no effect
TDP-43 yeast inh: qHTS of TDP-43 Inhibitors; AID 652104, 2013; Potency, µM (series often up to 46.1 µM), for the others: at the top dose growth rescue (activation), hits mostly activators; TDP-43 expressing yeast growth rescue, BacTiter-Glo, 24 h; 1.8% of 410,000 active; further: potency means the concentration at half of the fitted maximal effect; % of control where 0% means no effect; nearly all actives have a fitted effect of over 50% in size
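Growth rescue of TDP-43-toxic yeast measured as ATP luminescence (BacTiter-Glo). Cells grown to mid-log in raffinose, induced in galactose at OD600=0.02, exposed to compound 24 hr at 30 deg C.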
PTHR1 ag: qHTS for PTHR1 Agonists: Primary Screen | HEK293 GP2 PTHR1 cells, GloSensor cAMP luminescence, 1 h | 0.075% of 410,000 active | AID 743266, 2014 | Parathyroid hormone/parathyroid hormone-related peptide receptor (Homo sapiens), Q03431 | Potency, µM (series often up to 115 µM), without a hit: at the highest dose activation, most hits filed as activators; further: potency means the concentration at half of the fitted maximal effect; nearly all actives have a fitted effect of over 55% in size; some results filed as inactive show a strong effect at the top dose; inactives centre near -15; many of its hits are not listed in these tables
Target sequence (Q03431 whole entry, looked up): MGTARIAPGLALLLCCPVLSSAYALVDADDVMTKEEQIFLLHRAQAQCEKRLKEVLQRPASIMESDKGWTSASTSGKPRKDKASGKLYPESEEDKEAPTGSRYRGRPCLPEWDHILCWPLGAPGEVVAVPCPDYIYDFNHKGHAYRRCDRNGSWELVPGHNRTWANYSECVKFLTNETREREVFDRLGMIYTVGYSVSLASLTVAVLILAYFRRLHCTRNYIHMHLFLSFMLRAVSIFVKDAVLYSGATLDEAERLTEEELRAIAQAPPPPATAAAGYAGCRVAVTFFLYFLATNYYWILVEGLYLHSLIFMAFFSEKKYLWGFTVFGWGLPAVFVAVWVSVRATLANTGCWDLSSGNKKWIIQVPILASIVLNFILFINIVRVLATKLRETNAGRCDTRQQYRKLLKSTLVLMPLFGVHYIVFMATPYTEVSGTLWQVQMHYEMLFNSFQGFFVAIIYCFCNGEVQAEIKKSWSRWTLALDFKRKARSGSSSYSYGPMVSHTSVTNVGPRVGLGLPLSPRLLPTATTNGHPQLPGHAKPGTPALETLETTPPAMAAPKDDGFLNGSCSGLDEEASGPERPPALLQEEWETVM
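HEK-293-derived GP2 cells expressing PTHR1 and a GloSensor cAMP reporter, 3,000/well, plated overnight, given luciferin plus IBMX (each 0.5 mM as added) for 1 h at 37 °C, then compound for 1 h at 37 °C. Luminescence was read after 15 min at room temperature.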
FUS yeast rescue: qHTS for Suppressors of FUS Proteinopathy: Primary screen using FUS-linked yeast assay. AID 1347120, 2019. 0.24% of 390,000 active. S. cerevisiae FUS-expressing, growth rescue, OD600, 24 h. Potency, µM (doses to about 76.6 µM), without a hit: at the top dose growth rescue (activation), hits mostly activators;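 further: potency means the concentration at half of the fitted maximal effect; plate controls were DMSO vehicle for no effect and reference control for full effect; nearly all actives have a fitted effect of over 55% in size; some results filed as inactive show a strong effect at the top dose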
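Yeast FUS proteinopathy model; galactose-induced FUS (2%), starting OD 0.005. Cpds in dilution series, 24hr, 30C, 99% humidity. Abs 600 nm growth. Pos ctrl CP55940 (top 92uM final); neg ctrl DMSO.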
Akt phos inh: HTS Assay for Inhibitors of Akt Phophorylation: Primary Screen. Neuro2A IGF-stimulated pAkt S473 HTRF, 20 min; active compounds read low. activity change, % for hits at 50 µM. 0.32% of 360,000 active. AID 651550, 2012; in the data active means activity change below about -80%; inconclusive means mostly about -51% to -80%; further: on the % scale 0 is the no-effect control and ±100 the full control effect
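Single-point screen (50 µM final compound) in Neuro2A cells stimulated 20 min with 6 nM IGF at 37 deg C. After lysis, Ser473-phosphorylated Akt read by HTRF (ex 330 nm, em 615/665 nm) as the 665/615 ratio.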
GLP-1R inv ag: qHTS of GLP-1 Receptor Inverse Agonists (Inhibition Mode); HEK293 GLP-1R CRE-luciferase, luminescence, 24 h; GLP-1R form is constitutively active; Potency, µM (top dose mostly 38.3 µM), inactives show at the top dose activity change, negative = inhibition, usual class: inhibitors; 1.6% of 410,000 active; further: potency means the concentration at half of the fitted maximal effect; on the % scale 0 is the no-effect control and ±100 the full control effect; nearly all actives have a fitted effect of over 55% in size
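HEK293 cells stably co-expressing constitutively active GLP-1R and a cAMP-responsive luciferase reporter were seeded in DMEM with 10% Nu serum, given compounds after 12 h, and incubated 24 h at 37 deg C. Luminescence was then read.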
An asterisk follows results filed as active; i = inactive; ? = inconclusive; nt = no result given; [ ] = dose if it differs, or a comment. Unless noted, the call rests on the fitted dose curve; in most records, active means well fitted curve in the direction sought with a large enough effect; inconclusive means small, poorly fitted or top-dose-only effect, or another doubt; inactive means no such curve, though single readings can be large; an effect the other way counts as inactive or inconclusive. These rows are one share of the data, so the mix of outcomes need not match the whole.

A first look, 9 compounds:
Results follow in this order: Abeta yeast res	aSyn yeast inh	DRD3 antagonist	GLP-1R agonist	TDP-43 yeast inh	PTHR1 ag	FUS yeast rescue	Akt phos inh	GLP-1R inv ag
1. Cc1ccccc1N(CC(=O)N/N=C/c1ccc(F)cc1)C(=O)c1ccccc1
→ 18%	-9%	19	-5%	4%	i	0%	i	?
2. Cc1ccc(Sc2cc(C(=O)NCCN(C)C)c3ccccc3n2)cc1
→ -15%	4%	4	7%	3%	-29%	-28%	i	?
3. CCc1sc(Nc2cccc(Cl)c2C)nc1-c1cc2cccc(OC)c2oc1=O
→ 6%	nt	nt	nt	0%[9.22 µM]	i	-18%	nt	0%
4. CCCOc1cccc(C(=O)Nc2ccc3c(c2)OCCO3)c1
→ 5%	-7%	-2	-4%	17%	-43%[inhibitor]	1%	i	?
5. Cc1c(-c2nsc(NC(=O)c3cccc(Cl)c3)n2)nnn1-c1ccccc1C(F)(F)F
→ -7%	nt	nt	nt	14%	-9%	-10%	nt	?
6. O=C(Nc1cc(C(F)(F)F)ccc1N1CCOCC1)c1cccs1
→ 14%	-16%	0	0%	6%	-8%	6%	i	-21%
7. COc1ccc(-c2c[n+](CC(=O)c3ccccc3)c3n2CCCCC3)cc1
→ 5%	0%	-61*	6%	10%	-17%	6%	i	-25%
8. Cc1ccc2oc(=O)n(CC(=O)N3CCOCC3)c2c1
→ -12%	-23%	1	-3%	-18%	1%	14%	i	21%
9. COc1ccc(-n2c(C)c(C)c3c(NCCO)ncnc32)cc1
→ -5%	1%	0	10%	8%	-7%	27%	i	37%[activator]

Main list, previewed entries included:
Results follow in this order: Abeta yeast res	aSyn yeast inh	DRD3 antagonist	GLP-1R agonist	TDP-43 yeast inh	PTHR1 ag	FUS yeast rescue	Akt phos inh	GLP-1R inv ag
1. Cc1ccccc1N(CC(=O)N/N=C/c1ccc(F)cc1)C(=O)c1ccccc1
→ 18%	-9%	19	-5%	4%	i	0%	i	?
2. Cc1ccc(Sc2cc(C(=O)NCCN(C)C)c3ccccc3n2)cc1
→ -15%	4%	4	7%	3%	-29%	-28%	i	?
3. CCc1sc(Nc2cccc(Cl)c2C)nc1-c1cc2cccc(OC)c2oc1=O
→ 6%	nt	nt	nt	0%[9.22 µM]	i	-18%	nt	0%
4. CCCOc1cccc(C(=O)Nc2ccc3c(c2)OCCO3)c1
→ 5%	-7%	-2	-4%	17%	-43%[inhibitor]	1%	i	?
5. Cc1c(-c2nsc(NC(=O)c3cccc(Cl)c3)n2)nnn1-c1ccccc1C(F)(F)F
→ -7%	nt	nt	nt	14%	-9%	-10%	nt	?
6. O=C(Nc1cc(C(F)(F)F)ccc1N1CCOCC1)c1cccs1
→ 14%	-16%	0	0%	6%	-8%	6%	i	-21%
7. COc1ccc(-c2c[n+](CC(=O)c3ccccc3)c3n2CCCCC3)cc1
→ 5%	0%	-61*	6%	10%	-17%	6%	i	-25%
8. Cc1ccc2oc(=O)n(CC(=O)N3CCOCC3)c2c1
→ -12%	-23%	1	-3%	-18%	1%	14%	i	21%
9. COc1ccc(-n2c(C)c(C)c3c(NCCO)ncnc32)cc1
→ -5%	1%	0	10%	8%	-7%	27%	i	37%[activator]
10. CCCOc1ccc(CSc2nc3ccccc3[nH]2)cc1
→ -2%	-19%	-65*	-1%	0%	-37%[inhibitor]	14%	?	-6%
11. O=C(Nc1ccc(F)c(Cl)c1)c1cc(-c2ccco2)on1
→ -7%	-5%	0	3%	-6%	i	-4%	i	15%
12. Cn1c(=O)c(=O)n(C)c2cc(S(=O)(=O)CCC(=O)Nc3ccccc3C(F)(F)F)ccc21
→ -10%	-5%	?	2%	8%	-8%	-7%	i	12%
13. CC(C)c1ccc2[nH]c(O)c(N=NC(=O)c3cccc(S(=O)(=O)Nc4ccccc4Cl)c3)c2c1
→ -7%	-4%	-10	9%	5%	-57%[inhibitor]	8%	i	2%
14. COC(=O)c1ccc(NC(=S)NCC2CC2)cc1
→ 1%	-4%	-12	16%	37%	-7%	-22%	i	-1%
15. CCOc1ccc(/C(O)=C2/C(=O)C(=O)N(c3ncccn3)C2c2ccc(C)cc2)cc1 (stereo not given)
→ -13%	-3%	-21	-1%	-31%[inhibitor]	-10%	?	i	1%
16. O=C(O)c1ccc(CSc2nc3ccc(NC(=O)c4ccccc4C(=O)O)cc3s2)cc1
→ -1%	0%	-10	-1%	-15%	-4%	?	i	2%
17. CC(C)OCCCNC(=O)CCCn1c(SCC(N)=O)nc2c(sc3ccccc32)c1=O
→ 0%	nt	nt	nt	-5%	i	6%	nt	5%
18. O=C(Cc1n[nH]c(=O)c2ccccc12)OCC(=O)c1ccc2c(c1)OCCO2
→ -4%	6%	27	36%	-4%	-51%[inhibitor]	?	i	-14%
19. CC(C)C(OC(=O)c1nsc(Cl)c1Cl)C(=O)NC(C)(C)C (stereo not given)
→ -3%	-14%	-21	15%	-20%[0.397 µM]	4%	19%	i	2%
20. CCN(C(=N)N=C(N)N)c1ccccc1
→ 7%	-5%	-10	-6%	3%	-22%	-31%	i	9%
21. Cc1ccc(C(=O)N/C(=C/c2ccco2)C(=O)NC2CCS(=O)(=O)C2)cc1 (stereo not given)
→ -6%	3%	5	8%	-16%[0.397 µM]	i	19%	i	1%
22. O=C(Nc1cc(S(=O)(=O)N2CCOCC2)ccc1N1CCCC1)c1ccccc1C(F)(F)F
→ 1%	3%[1.84 µM]	13	0%	4%	-13%	18%	i	9%
23. CN(C)S(=O)(=O)c1ccc(N2CCCC2)c(C(=O)N2CCN(S(=O)(=O)c3ccc(F)cc3)CC2)c1
→ 10%	-2%	13	-1%	3%	-30%	18%	i	-35%
24. CCOC(=O)c1nnn(-c2nonc2N)c1-c1ccccc1Cl
→ 9%	2%	13	11%	6%	-4%	-17%	i	-2%
25. O=C1Nc2ccccc2C1(O)Cc1ccncc1 (stereo not given)
→ 10%	-4%	-2	-13%	0%	-1%	-11%	i	7%
26. COc1cccc(OC(=O)N2CCOCC2)c1
→ -14%	-16%	-3	4%	-7%	i	-1%	i	4%
27. Cc1ccc(C)c(-n2c(-c3csc(C)c3C)n[nH]c2=S)c1
→ 20%	5%	-9	-2%	10%	i	-1%	i	-20%
